# KCNQ2 inh: KCNQ2 potassium channel inhibitors, primary screen, cell-based, CHO-K1, FluxOR thallium flux, B-score (AID 2156). B-score at 10 µM. O88943. 310,000 compounds, 1.1% hits. 20 min; active compounds read low;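 active = fluorescence ratio B-score at most minus 3 library SDs, with starting brightness B-score within 2 library SDs, cut at about -5.5 in these data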
# Target sequence (O88943 whole entry, looked up): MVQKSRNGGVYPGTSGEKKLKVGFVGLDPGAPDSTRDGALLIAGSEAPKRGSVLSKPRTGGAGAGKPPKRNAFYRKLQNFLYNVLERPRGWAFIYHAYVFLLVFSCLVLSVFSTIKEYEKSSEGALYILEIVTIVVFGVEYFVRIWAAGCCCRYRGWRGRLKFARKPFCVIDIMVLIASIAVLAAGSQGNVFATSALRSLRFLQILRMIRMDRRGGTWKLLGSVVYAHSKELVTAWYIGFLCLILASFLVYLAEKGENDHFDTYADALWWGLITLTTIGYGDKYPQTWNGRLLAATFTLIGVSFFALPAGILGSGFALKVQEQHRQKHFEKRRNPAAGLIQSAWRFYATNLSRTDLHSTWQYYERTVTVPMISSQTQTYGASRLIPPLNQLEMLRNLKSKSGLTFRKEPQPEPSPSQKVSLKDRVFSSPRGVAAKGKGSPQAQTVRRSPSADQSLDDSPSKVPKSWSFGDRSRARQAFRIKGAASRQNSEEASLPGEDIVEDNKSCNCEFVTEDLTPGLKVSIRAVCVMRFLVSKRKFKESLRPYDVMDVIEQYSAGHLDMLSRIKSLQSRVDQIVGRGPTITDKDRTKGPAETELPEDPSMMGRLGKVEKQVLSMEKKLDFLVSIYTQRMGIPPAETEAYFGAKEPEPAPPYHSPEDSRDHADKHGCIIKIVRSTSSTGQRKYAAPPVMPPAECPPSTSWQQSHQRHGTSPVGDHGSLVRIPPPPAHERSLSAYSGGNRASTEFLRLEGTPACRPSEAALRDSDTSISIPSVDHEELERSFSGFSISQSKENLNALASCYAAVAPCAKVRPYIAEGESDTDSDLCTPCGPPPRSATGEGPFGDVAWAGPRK
# OX1R FRET antag: blocks the human orexin 1 receptor; OX1R-expressing cells, FRET antagonist read-out; inhibition, % at 6.6 µM; 330,000 compounds, 1.8% hits; AID 485270; in the data active = inhibition mostly above about 38%, no sharp cut-off; inactive = mostly below about 40%;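 also: 0% = agonist challenge alone and 100% = reference antagonist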
# STK33 inh: blocks human STK33 kinase activity; Q9BYT3; purified STK33, MBP phosphorylation, ADP-Glo luminescence; inhibition, % at 10 µM; 320,000 compounds, 0.073% hits; AID 2661;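 active = inhibition at or above 25%, using the most active replicate where run in duplicate; inactive = inhibition below 25%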
# The depositor's hits bear a star; i = inactive; / = not tested or not shown.
SMILES,KCNQ2 inh,OX1R FRET antag,STK33 inh
O=C(Nc1ccc(N2CCN(Cc3ccccc3F)CC2)cc1)c1ccccc1[N+](=O)[O-],i,7.1,-1.4
Brc1cnc(N2CCOCC2)nc1N1CCCCC1,i,14.5,-0.1
O=C(CSc1nnc(-c2ccncc2)n1CCc1ccccc1)NCc1ccccc1,i,23.8,-2.1
CC(C)c1ccc(C2CC(=O)N3CN(Cc4ccco4)CSC3=C2C#N)cc1 (stereo not given),i,9.2,0.9
O=C(O)c1nc(NCCc2ccccc2)ncc1Cl,i,16.1,-1.2
CCn1c(=O)cc(OCC(=O)Nc2cccnc2)c2ccccc21,i,13.4,-1.3
CCC(c1nnnn1CCc1ccccc1)N(Cc1ccco1)Cc1cc2cc(C)cc(C)c2[nH]c1=O (stereo not given),i,35.2,-0.2
CSc1cccc(NC(=O)Nc2ccccc2C(N)=O)c1,i,-7.2,8.4
COc1ccc(-c2nnc(SCC(=O)N3CCCC(C)C3)o2)c(OC)c1 (stereo not given),i,17.5,-1.6
COc1cccc(COc2ccc3ccc(=O)oc3c2)c1,i,13.7,-0.1
C=C1CCC2[C@](C)(CO)[C@H](O)CC[C@@]2(C)[C@@H]1/C=C/C1=CCOC1=O (stereo not given in full),i,8.1,-1.0
COc1cc2c(cc1OC)C(c1ccc(-c3ccc(Cl)cc3Cl)o1)=NCC2,i,21.2,-1.2
CC(c1ccccc1)N1C(=O)C2C3CCC(C3)C2C1=O (stereo not given),i,-6.6,-0.9
N#C/C(=C\c1ccc(Br)s1)C(=O)N1CCN(c2ccccc2)CC1,i,11.8,-0.8
CCOC(=O)C1CCN(S(=O)(=O)c2ccc3c(c2)CC(=O)N3C)CC1,i,26.5,-0.6
CC(=O)Nc1ccc(S(=O)(=O)N2CCN(CCC#N)CC2)cc1,i,14.6,1.2
CCOc1ccccc1N(C)C(=O)c1ccc2c(=O)n3c(nc2c1)CCCCC3,i,-2.0,-1.1
Cc1cccc(CCNC(=O)CCS(=O)(=O)c2cc3c(cc2C)NC(=O)CO3)c1,i,14.8,-0.2
Clc1ccc(C2=Nn3c(nnc3-c3n[nH]c4c3CCC4)SC2)cc1Cl,i,3.2,-0.4
CC(C)c1cc(Nc2cccc(O)c2)cc(C(C)C)c1O,i,16.0,-0.2
O=C(Oc1ccccc1Cl)c1ccc(-n2cncn2)nc1,i,18.3,-1.0
O=C(O)Cn1nc(-c2ccccc2)oc1=O,i,3.0,-2.1
COc1ccccc1/C=C/CN1CCC(n2nccc2NC(=O)C2CC2)CC1,i,35.2,-1.0
O=C(CSc1nnc(-c2ccccc2F)o1)NC1CCCCC1,i,12.5,-1.3
O=C(CSc1ccc(-c2ccc(F)cc2)nn1)NCCc1ccccc1,i,14.6,-2.3
Cc1ccc(NS(=O)(=O)c2ccc(CCC(=O)NCCO)cc2)cc1,i,11.9,-0.6
COc1ccc(/C=C\C(=O)CC(O)(c2ccccc2)C(F)(F)F)cc1 (stereo not given),i,14.5,-2.0
CC1CN(c2nc3c(c(=O)[nH]c(=O)n3C)n2Cc2ccccc2F)CC(C)O1 (stereo not given),i,4.4,-0.3
O=C(NCC(=O)N(c1ccccc1F)C(C(=O)NCC1CCCO1)c1ccccc1)c1ccco1 (stereo not given),i,7.8,-2.6
COc1cccc(NC(=S)N2CCn3c(nc4ccccc43)C2)c1,i,4.1,0.4
Cc1ccc(C)c(NC(=O)CSc2sc3c(O)cc(=O)[nH]c3c2C#N)c1,i,29.2,-1.6
Nc1cc(N)cc(C(=O)OCC(=O)Nc2cc(S(=O)(=O)N3CCCCC3)ccc2Cl)c1,i,22.2,0.4
COCCCNC(=O)CSc1ccc(Cl)cc1,i,4.7,-1.3
COc1ccccc1C(CC(=O)N1CCCC1)c1ccc2c(c1)OCO2 (stereo not given),i,25.5,-0.1
Cc1ccc(-c2nc(C#N)c(NCc3cccc4c3OCO4)o2)cc1,i,9.0,0.1
COc1ccc(C(=O)c2c[nH]c3ccccc23)cc1,i,24.1,-1.4
O=C(N/N=C/c1ccncc1)c1ccc(OCc2ccccc2)cc1,i,7.2,-1.7
CCCCN1C(=O)C(O)(c2ccccc2)c2cc(Br)ccc21 (stereo not given),i,9.2,-0.5
Cc1ccc(Cn2nnnc2CN2CCC(NC(=O)C(C)(C)C)CC2)cc1,i,13.0,-3.2
O=C(NC(=S)Nc1ccc(F)c(Cl)c1)C1CC1,i,16.4,-1.8
CC(=O)c1cc(OC(=O)N2CCOCC2)ccc1OC(=O)N1CCOCC1,i,29.1,-0.4
COc1cccc(-c2cc(C(F)(F)F)c(C#N)c(=O)[nH]2)c1,i,36.6,2.4
CC1=C(C(N)=O)C(c2ccccc2[N+](=O)[O-])n2ncnc2N1 (stereo not given),i,14.3,-0.4
COc1ccccc1NC(=O)C1=C(C)Nc2nc(-c3cccs3)nn2C1c1cccnc1 (stereo not given),i,11.6,-1.2
CN(CC(=O)Nc1cccc(F)c1)C(=O)CNS(=O)(=O)c1ccc(N(C)C)c([N+](=O)[O-])c1,i,13.3,-1.4
COCCOc1ccc(C(F)(F)F)cc1NC(=O)COC(=O)c1c(C)noc1C,i,7.2,-0.3
CCCC(=O)OCC(=O)Nc1ccc(OC(F)F)cc1,i,9.9,-0.4
CN1C(=S)SC(/[N+]([O-])=C/c2ccc(Cl)cc2)C1(C)C (stereo not given),i,11.7,-2.0
COC(=O)c1sc(C(F)(F)F)c(-c2ccccc2)c1S(=O)(=O)NC(C)(C)C,i,6.6,-0.6
COC(=O)c1[nH]c2ccccc2c1Sc1ccccc1,i,/,-1.1
Cc1cccc(N2CCN(Cc3oc(CO)cc(=O)c3O)CC2)c1C,i,17.6,-2.0
CC1C/C(=N/N=C2/NC(=O)CS2)CC(C)(C)C1 (stereo not given),i,11.5,0.0
COc1ccc(CNC(=O)COC(=O)c2cc(S(=O)(=O)N3CCOCC3)ccc2O)cc1OC,/,4.8,-1.0
CC(OC(=O)Cn1cnc2c1c(=O)n(C)c(=O)n2C)C(=O)N(C)c1ccccc1 (stereo not given),i,19.9,0.3
CC12CCC(=O)N1C(C(=O)OCC(=O)Nc1cccc(S(=O)(=O)N3CCCCCC3)c1)CS2 (stereo not given),i,8.6,/
COCCn1c(SCC(=O)Nc2sc(C)c(C)c2C#N)nnc1-c1ccc(OC)cc1,i,17.7,0.1
Cc1ccc(CN2CC(C(=O)N3CCN(c4ccccc4Cl)CC3)CC2=O)cc1 (stereo not given),/,5.0,-1.3
Cc1ccc(Cn2nc(C)c(C(=O)NCC(c3cccs3)N3CCOCC3)c2Cl)cc1 (stereo not given),i,6.6,-1.1
CCCCNC(=O)/C=C1\Sc2ccccc2NC1=O,i,17.3,-0.4
O=[N+]([O-])c1ccc(O)c(/C=N/n2cnnc2)c1,i,12.7,0.3

# Next section.
SMILES,KCNQ2 inh,OX1R FRET antag,STK33 inh
CCn1c(SCC(=O)NNC(=O)c2ccc(C)cc2)nnc1-c1ccncc1,i,-2.2,-1.8
O=S(=O)(NCCc1ccccc1)c1ccc(Br)s1,i,14.9,-0.8
CC(C)Nc1nc(Oc2ccc(Cl)cc2)cc(C(F)(F)F)n1,i,7.1,1.4
CNC(=O)Nc1ccccc1NC(=O)NC,i,7.1,-0.9
COc1ccc(C(=O)NCC2OCCc3ccccc32)cc1OC (stereo not given),i,15.0,-1.0
CCS(=O)(=O)NCC(c1cccnc1)N1CCN(c2ccccc2OC)CC1 (stereo not given),i,4.8,0.0
O=C(O)CCN1c2cccc3cccc(c23)S1(=O)=O,i,25.3,0.4
COc1ccc(C2=NOC(C(=O)NCCCn3ccnc3)C2)cc1 (stereo not given),i,3.9,-0.5
COc1cc(CNc2ccc(C(=O)O)cc2)cc(Br)c1OCC(=O)NC(C)(C)C,i,27.5,-1.9
CCOC(=O)C1(CC2CCCCO2)CCN(Cc2nc3ccccc3[nH]2)CC1 (stereo not given),i,4.9,-0.6
CCC(=O)N1CCN(c2c(Cl)cccc2[N+](=O)[O-])CC1,i,21.0,1.0
FC(F)(F)c1nc(-c2ccncc2)ncc1-c1nnnn1-c1ccccc1,i,14.9,0.8
O=C(CSc1nnc(-c2cc3ccccc3cc2O)n1Cc1ccco1)N1CCc2ccccc2C1,i,32.4,-0.9
Cc1ccc(NC(=O)c2ccccc2OCC(=O)c2ccccc2)cc1,i,30.4,-0.8
CCC1(c2ccccc2)ON(c2c(Br)cccc2Br)C1=O (stereo not given),/,13.4,0.1

# Quoted at random: 3 records from the list, in no set order.
SMILES,KCNQ2 inh,OX1R FRET antag,STK33 inh
O=S(=O)(NCCc1ccccc1)c1ccc(Br)s1,i,14.9,-0.8
Cc1ccc(NC(=O)c2ccccc2OCC(=O)c2ccccc2)cc1,i,30.4,-0.8
CNC(=O)Nc1ccccc1NC(=O)NC,i,7.1,-0.9

# The results go on:
SMILES,KCNQ2 inh,OX1R FRET antag,STK33 inh
CN1CCN(c2nc(-c3ccccc3)nc(-c3ccccc3)c2C#N)CC1,i,21.5,-1.1
O=C(COc1ccc(S(=O)(=O)N2CCOCC2)cc1Cl)NCc1ccco1,i,4.2,-0.2
O=C(CCc1ccccc1)NCCSc1ccccc1,i,8.2,-0.9
O=C(Cc1ccc(F)cc1)Nc1ccccc1N1CCCC1,i,15.7,0.8
COc1ccc(S(=O)(=O)C(C#N)c2nc3ccccc3nc2N2CCC(C)CC2)cc1 (stereo not given),i,23.7,-1.1
CCCCOc1ccc(S(=O)(=O)N2CCCCC2)cc1,i,3.8,2.8
COc1ccc(CN2CCCCCC2)c(C)c1C,i,-4.2,-0.9
Cc1cc(/C=N/NC(=O)c2cccc([N+](=O)[O-])c2)c(C)n1-c1ccccc1,i,15.1,-1.3
CC(OC(=O)CNC(=O)c1sc2ccccc2c1Cl)C(=O)NC1(C#N)CCCCC1 (stereo not given),/,2.7,0.4
COc1cc([N+](=O)[O-])ccc1NC(=O)c1cccc(NC(=O)C(C)C)c1,i,16.2,-1.2
CCOC(=O)c1ccc(NC(=S)NNC(=O)COC)cc1,i,16.9,-1.4
O=C(CCN1C(=O)/C(=C/c2cccc(Br)c2)SC1=S)Nc1cccnc1,i,11.1,-0.2
COc1cccc(CC(NC(C)=O)C(=O)NC2CCN(c3c(Cc4ccccc4)c(C)nc4ncnn34)CC2)c1OC (stereo not given),i,18.9,-1.0
c1ccc(CSc2nnc(-c3ccco3)c(-c3ccco3)n2)cc1,i,10.8,-1.5
COc1cc(/C=N/NC(=O)c2ccncc2)ccc1OC(=O)c1ccc([N+](=O)[O-])cc1,i,60.9,-1.3
COc1ccc(NS(=O)(=O)c2ccc(-c3ccccn3)s2)cc1,i,9.3,-3.5
C=CCc1cccc2cc(C(=O)N(CC)CC)c(=O)oc12,i,1.7,-0.7
CC(C)OC(=O)CSc1nnc(-c2ccc([N+](=O)[O-])cc2)o1,i,64.5*,-0.9
CC1CCCCC12NC(=O)N(CC(=O)NCc1ccco1)C2=O (stereo not given),/,-5.6,-1.1
CCOC(=O)c1cc(CC)sc1NC(=O)C1CC1,i,12.3,-1.6
Cc1ccccc1-n1c(=O)[nH]c(=O)c2c(N)c(C(=O)c3ccc(Cl)cc3)sc21,i,14.5,0.3
CN(CC(=O)NCCc1ccc(Cl)cc1)S(=O)(=O)c1ccc2c(c1)c(=O)n(C)c(=O)n2C,i,12.3,-1.7
CN(C)S(=O)(=O)c1ccc(C(=O)NCCN=C2NS(=O)(=O)c3ccccc32)cc1,i,6.2,-0.3
CCOc1ccc(-c2nnn(CCC(=O)O)n2)cc1OC,i,2.6,-0.9
COc1cc(/C=C/C(=O)O)cc(Br)c1O,i,17.7,1.7
Cc1noc(C)c1CSc1nnc2scc(-c3ccc(Cl)cc3)n12,i,20.0,-1.3
Cc1ccc(CNC(=O)CCC(=O)Nc2nnc(C3CCCCC3)s2)cc1,i,11.4,-1.1
Cc1ccc(Cl)c(OCC(=O)NN2CCN(C)CC2)c1,i,-0.9,-1.7
Cc1csc2c(NCCCN3CCOCC3)ncnc12,i,5.0,-1.7
O=C1c2ccccc2C(=O)N1CCSc1ncn[nH]1,i,3.2,-2.7
CC(C)Cn1c(CCC(N)=O)nnc1SC(C)C(=O)Nc1ccc2c(c1)OCO2 (stereo not given),/,4.0,1.3
O=C(CCCn1c(=O)[nH]c2ccc(Br)cc2c1=O)NCc1ccc(Cl)cc1,i,6.2,-1.3
Cc1cc2oc(C(=O)NCCc3ccc(S(N)(=O)=O)cc3)cc(=O)c2cc1C,i,-2.5,-1.2
COC(=O)c1sc2cnccc2c1N,i,9.4,10.0
Cc1cccc(NC(=O)c2ccc3c(=O)n4c(nc3c2)CCCCC4)n1,i,13.3,1.3
CCCC(c1nnnn1CS(=O)(=O)c1ccc(C)cc1)N1CCN(c2ccccc2)CC1 (stereo not given),i,17.1,-1.8
CC(C)CC(NC(=O)C1CCC(C)CC1)C(=O)Nc1ccccc1F (stereo not given),i,8.4,-0.5
CC(NC(=O)Cn1cnc2c1c(=O)n(C)c(=O)n2C)c1ccccc1 (stereo not given),i,15.6,-0.6
CCN1CCN(C(=O)CCn2c(=O)c3cccn3c3cccnc32)CC1,i,0.4,-1.7

# Grouped by structure, the entries above containing a COOH group
SMILES,KCNQ2 inh,OX1R FRET antag,STK33 inh
O=C(O)c1nc(NCCc2ccccc2)ncc1Cl,i,16.1,-1.2
O=C(O)Cn1nc(-c2ccccc2)oc1=O,i,3.0,-2.1
O=C(O)CCN1c2cccc3cccc(c23)S1(=O)=O,i,25.3,0.4
COc1cc(CNc2ccc(C(=O)O)cc2)cc(Br)c1OCC(=O)NC(C)(C)C,i,27.5,-1.9
CCOc1ccc(-c2nnn(CCC(=O)O)n2)cc1OC,i,2.6,-0.9
COc1cc(/C=C/C(=O)O)cc(Br)c1O,i,17.7,1.7

# Source: PubChem BioAssay
